Screening results as filed in PubChem BioAssay.
procasp3 activ: activators of human procaspase-3 D3A mutant, primary screen, biochemical, absorbance, PC-3 D3A mutant, single concentration. activation, % at 8.5 µM. Caspase-3 (Homo sapiens), P42574. actives 0.11% (n = 330,000). recombinant procaspase-3 D3A, Ac-DEVD-pNA absorbance 405 nm. AID 463141, 2010;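 active means activation above the mean of all tested compounds plus 3 SD, cut at about 21% in these data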;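 further: 0% = DMSO alone and 100% = DMSO wells spiked with extra 5 µM PC-3 D3A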
Target sequence (P42574 whole entry D9A/D28A/D175A): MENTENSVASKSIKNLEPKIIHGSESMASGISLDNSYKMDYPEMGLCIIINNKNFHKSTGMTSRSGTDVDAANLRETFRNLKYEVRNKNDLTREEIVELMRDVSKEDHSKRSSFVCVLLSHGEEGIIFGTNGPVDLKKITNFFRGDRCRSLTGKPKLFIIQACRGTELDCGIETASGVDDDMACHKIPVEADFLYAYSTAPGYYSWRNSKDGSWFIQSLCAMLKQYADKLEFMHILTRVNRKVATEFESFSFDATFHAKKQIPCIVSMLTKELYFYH
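Assay system – Procaspase-3 D3A mutant · Benchmarks – DMSO low control, extra-enzyme high control · Technique – 405 nm absorbance of p-nitroaniline, reads at 0 and 120 min · Doses – 8.5 µM nominal · Measure – % activation between DMSO and enzyme-spiked controls · Also added – Ac-DEVD-pNA chromogenic peptide substrate · Schedule – 1 h compound preincubation, 2 h substrate hydrolysis at 25 °C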
RPL19A TOR yeast: RPL19A-GFP expression modulators in yeast, primary screen, cell-based, S. cerevisiae, multiplex flow cytometry, MLPCN | percent response vs DMSO, % at 10 µM | actives 0.3% (n = 330,000) | S. cerevisiae RPL19A-GFP strain, 3 h; hits give low values;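 active means percent response vs DMSO below 50%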;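 further: median channel GFP fluorescence of the barcoded RPL19A-GFP strain; ratio of sample median GFP to plate DMSO average so 100% = DMSO; lower means less RPL19A-GFP as with rapamycin TOR inhibition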
CIT2 TOR yeast: modulators of CIT2-GFP expression in yeast, primary screen, S. cerevisiae, GFP fusion, multiplex flow cytometry, MLPCN library; S. cerevisiae CIT2-GFP strain, 3 h; 100 means same as DMSO wells; GFP response vs DMSO, % at 10 µM; actives 0.065% (n = 320,000);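 active means GFP response relative to DMSO above a set limit, near the screen mean plus 3 SD, cut at about 150% in these data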;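 further: ratio of well median GFP fluorescence to mean of DMSO wells on the plate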
MEP2 TOR yeast: modulators of MEP2-GFP levels in yeast, primary screen, S. cerevisiae, multiplex flow cytometry, MLPCN library. S. cerevisiae MEP2-GFP strain, 3 h; 100% = DMSO control level. GFP response vs DMSO, % at 10 µM. actives 0.51% (n = 330,000). AID 2016, 2009;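 active means GFP response versus DMSO above a set limit, roughly screen mean plus 3 SD, cut at about 180% in these data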;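 further: median GFP fluorescence of the barcode-gated MEP2-GFP cells per well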
AHR activator: AHR activators, primary screen, cell-based, luminescence, luciferase reporter, human. actives 2.5% (n = 320,000). AID 2796, 2010. AHR-responsive luciferase reporter cells. activation, % at 5 µM; in the data active means activation above about 47%;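 further: 0% = vehicle wells and 100% = reference agonist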
procasp7 counter: procaspase-7 activators, primary screen, counter-screen for procaspase-3 activator project, biochemical, absorbance, HTS, human; recombinant procaspase-7, Ac-DEVD-pNA absorbance 405 nm; D23A/D198A/D206A triple mutant, cannot self-cleave; scale: DMSO 0, 5 µM enzyme 100; activation, % at 8.5 µM; AID 463210, 2010; actives 0.093% (n = 330,000);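 active means percent activation above the screen-wide mean plus 3 SD, cut at about 25% in these data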
Target sequence (P55210 whole entry D23A/D198A/D206A): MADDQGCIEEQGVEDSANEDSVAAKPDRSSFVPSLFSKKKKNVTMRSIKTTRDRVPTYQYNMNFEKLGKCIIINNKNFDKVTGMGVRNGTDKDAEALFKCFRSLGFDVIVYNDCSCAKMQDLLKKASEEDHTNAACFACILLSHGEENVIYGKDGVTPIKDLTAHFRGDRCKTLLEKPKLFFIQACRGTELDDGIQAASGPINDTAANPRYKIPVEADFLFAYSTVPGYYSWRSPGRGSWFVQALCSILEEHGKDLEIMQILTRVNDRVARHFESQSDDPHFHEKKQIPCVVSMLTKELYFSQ
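System: Procaspase-7 triple mutant (PC-7 D3A); measure: % activation from two-timepoint absorbance difference, scaled to controls; times: 1 h compound preincubation, 2 h substrate cleavage, 25 °C; also added: Ac-DEVD-pNA substrate, 400 µM as added; measured by: Epi-absorbance of released pNA at 405 nm, two timepoints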
LAP4 TOR yeast: modulators of LAP4-GFP expression in yeast, primary screen, S. cerevisiae, multiplex flow cytometry, MLPCN library; actives 0.34% (n = 320,000); AID 2023, 2009; GFP response vs DMSO, % at 10 µM; 3 h; median GFP as percent of DMSO wells;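 active means GFP response vs DMSO above a set limit, about the screen mean plus 3 SD, cut at about 150% in these data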
AGP1 TOR yeast: modulators of AGP1-GFP expression in yeast TOR pathway, primary screen, cell-based, multiplex flow cytometry, S. cerevisiae, MLPCN library; AID 2066, 2009; GFP response vs DMSO, % at 10 µM; actives 0.02% (n = 320,000); 3 h; GFP as percent of DMSO wells;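 active means GFP response relative to DMSO above a set limit, near screen average plus 3 SD, cut at about 150% in these data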;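 further: median GFP channel fluorescence of the gated AGP1 strain per well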
* marks the source's active call; other numbers are inactive results; · = not tested or not shown. Random draw from the library; about 3.5% have a hit in one of these screens.

SMILES | procasp3 activ | RPL19A TOR yeast | CIT2 TOR yeast | MEP2 TOR yeast | AHR activator | procasp7 counter | LAP4 TOR yeast | AGP1 TOR yeast
CCc1ccccc1NC(=O)C1CCCN(c2ncccn2)C1 (configuration not stated) | 0 | 99 | 101 | 104 | 2 | 6 | 98 | 101
Oc1sc(C=Nc2ccccc2)c2ccccc12 | -19 | 93 | 78 | 91 | 50* | -29 | 124 | 77
Nc1nc(-c2cccnc2)nc(N2CCCCC2)n1 | -2 | 101 | 104 | 98 | 21 | 10 | 107 | 103
Cc1ccc(S(=O)(=O)N2C(=O)CCC2C(N)=O)cc1 (configuration not stated) | · | 105 | 112 | 116 | · | · | 101 | 82
O=C(c1ccco1)c1cn(CC(=O)N2CCCc3ccccc32)c2ccccc12 | 9 | 99 | 100 | 100 | 30 | -2 | 106 | 103
CCOC(=O)N1CCN(C(=O)CCS(=O)(=O)c2ccc3c(c2)CC(C)N3C(=O)CC)CC1 (configuration not stated) | 8 | 66 | 78 | 110 | 1 | 3 | 86 | 17
O=C(CNC(=O)c1ccccc1Cl)OC1CCOC1=O (configuration not stated) | 6 | 96 | 105 | 109 | -1 | 13 | 97 | 96
Cc1cc(C)c2c(N)c(C(=O)N/N=C/c3ccccc3)sc2n1 | 35* | 94 | 85 | 93 | -7 | 32* | 112 | 93
O=C(N=Nc1c(O)[nH]c2ccccc12)c1cccc(S(=O)(=O)N2CCCCC2)c1 | -1 | 101 | 96 | 96 | 19 | -1 | 87 | 96
COc1ccc(CC(=O)OCCN(C)C)cc1 | 0 | 109 | 97 | 105 | 1 | 3 | 99 | 107
CCOC(=O)C(=NC1CCS(=O)(=O)C1)NNc1ccccc1Cl (configuration not stated) | -14 | 104 | 119 | 95 | 7 | -15 | 88 | 100
CCOC(=O)c1cnc2c(OC)cccc2c1NCc1cccnc1 | 5 | 109 | 103 | 107 | 4 | -5 | 90 | 102
N=c1nc(SCCC(=O)O)ss1 | 6 | 93 | 102 | 100 | 0 | -1 | 95 | 92
COc1ccc(CCNC(=S)NCCc2c[nH]c3ccccc23)cc1 | -1 | 95 | 82 | 93 | 10 | -6 | 89 | 91
CSc1ccc(S(=O)(=O)N2CCC(C(=O)Nc3cccnc3)CC2)cc1 | -1 | 99 | 107 | 118 | 2 | -1 | 103 | 100
O=C(NCCc1c[nH]c2ccccc12)C1CCC(=O)N(CCc2cccc(F)c2)C1 (configuration not stated) | -6 | 104 | 102 | 105 | 4 | 4 | 90 | 101
CCOC(=O)CNC(=O)N1CCC(CCC(=O)N(C)Cc2ccccc2)CC1 | 4 | 101 | 101 | 106 | -2 | -2 | 94 | 104
CCOc1cccc(NC(=O)c2ccc(S(=O)(=O)N3CCCC3)cc2)c1 | -1 | 99 | 95 | 102 | 16 | -3 | 96 | 102
Cc1[nH]c2ccccc2c1C(=O)CSc1ccc(F)cc1 | 4 | 99 | 95 | 101 | 37 | -13 | 98 | 93
Cc1ncc2c(n1)-c1cc(F)ccc1SC2 | -9 | 116 | 144 | 178* | 0 | -4 | 115 | 96
COc1ccc(OC)c(NC(=O)CCCC(=O)NC2CCCCC2)c1 | 2 | 107 | 121 | 108 | 2 | 6 | 87 | 114
COCCn1c(NC(=S)NC(=O)C2CC2)cc(=O)[nH]c1=O | 0 | 103 | 101 | 94 | 3 | -8 | 103 | 99
CCOC(=O)[C@@H]1[C@H]2COc3ccc(Br)cc3[C@@H]2N2C(=O)N(c3ccc(Cl)cc3)C(=O)[C@]12C | 1 | 97 | 77 | 92 | 4 | -4 | 102 | 86
C#CCOCCOCCOCCNc1nc(N2CCN(C(=O)[C@H](CCC(=O)O)n3cc(C(N)CO)nn3)CC2)nc(N2CCN(C(=O)[C@H](Cc3cc4ccccc4[nH]3)n3cc(C(N)[C@H](C)CC)nn3)CC2)n1 (some centres not stated) | -3 | 103 | 112 | 90 | 10 | 1 | 105 | 94
CC(C)(C)OC(=O)Nc1ccc([C@H](NC(=O)OC(C)(C)C)C(=O)OC(C)(C)C)cc1 | -1 | 104 | 103 | 101 | 2 | 6 | 106 | 103
C=CCSc1nc2c(c(=O)n(C)c(=O)n2C)n1CC | -2 | 95 | 92 | 92 | -1 | 3 | 97 | 99
O=C(Nc1ccc(F)cc1)Nc1nnc(-c2ccncc2)s1 | -6 | 115 | 110 | 114 | 11 | 1 | 105 | 118
Cc1ccc(CN2CCN(C(=O)c3cccc4ccccc34)CC2)cc1 | · | 102 | 105 | 100 | · | · | 98 | 102
Cc1csc(=O)n1CCC(=O)OCc1nnc(-c2ccc([N+](=O)[O-])cc2)o1 | 10 | 92 | 99 | 101 | -2 | -1 | 100 | 93
COc1ccc(/C=N/NC(=O)c2ccc(NS(=O)(=O)c3cccs3)cc2)cc1 | 6 | 95 | 101 | 100 | 5 | -3 | 108 | 102
COc1cccc(NC(=O)CN(C)C(=O)CSc2ncnc3sc(C)c(C)c23)c1 | -2 | 101 | 107 | 104 | 16 | -4 | 104 | 102
COc1ccc(C(=O)/C=C/Nc2c(C)n(C)n(-c3ccccc3)c2=O)c(OC)c1 | 2 | 112 | 107 | 105 | -1 | -5 | 109 | 109
O=[N+]([O-])c1ccc(S(=O)(=O)N2CCN(Cc3ccco3)CC2)cc1 | 11 | 101 | 92 | 96 | 0 | 4 | 87 | 95
COc1ccc(CC(=O)OCC(=O)NCC2CCCO2)cc1OC (configuration not stated) | 4 | 101 | 107 | 102 | 2 | -13 | 97 | 106
CCc1nn(C(C)C(=O)NCc2cccc(Cl)c2)c(=O)c2cc3occc3n12 (configuration not stated) | 13 | 102 | 100 | 102 | 3 | -2 | 108 | 100
COc1ccc(C(=O)NCCN2C(=O)S/C(=C\c3cccnc3)C2=O)cc1[N+](=O)[O-] | -20 | 101 | 87 | 103 | 9 | -30 | 94 | 94
Cc1noc(C)c1COC(=O)c1cccnc1Cl | 7 | 96 | 100 | 97 | 0 | 4 | 103 | 99
CC(OC(=O)C1=COCCO1)C(=O)Nc1ccc(Cl)cn1 (configuration not stated) | 4 | 97 | 102 | 102 | 1 | 9 | 106 | 109
Brc1ccccc1-n1nnc(-c2cnc3ccccc3c2)n1 | 7 | 96 | 95 | 101 | 54* | -11 | 109 | 95
COc1cc(C(=O)OCC(=O)N(C)C)cc(NC(=O)c2ccco2)c1OC | -11 | 98 | · | 102 | 3 | 24 | 98 | 100
O=C(Nc1ccc(O)c(-c2nc3ccccc3o2)c1)C1(c2ccc([N+](=O)[O-])cc2)CCCC1 | 7 | 105 | 111 | 105 | -3 | 2 | 98 | 105
CC(=O)c1ccc(S(=O)(=O)NCCc2cn3ccc(C)cc3n2)cc1 | 3 | 108 | 110 | 110 | 2 | -2 | 107 | 111
CNS(=O)(=O)c1cn(CC(=O)NCc2ccccc2OC)cc1S(=O)(=O)NC | -3 | 103 | 106 | 111 | 1 | 5 | 113 | 108
O=C(NCC(=O)N(CCc1ccccc1)C(C(=O)NC1CCCC1)c1cccnc1)c1ccco1 (configuration not stated) | 11 | 100 | 99 | 105 | -1 | 7 | 102 | 106
O=C(NCc1ccccc1)c1nncc(-c2ccccc2)n1 | 3 | 102 | 96 | 103 | -1 | 11 | 90 | 80
C/C(=N/NC(=O)c1cccc(N2CCCC2=O)c1)c1ccncc1 | 9 | 95 | 102 | 100 | 12 | -9 | 96 | 101
COc1ccccc1NS(=O)(=O)c1ccc(NC(=O)Cc2cccs2)cc1 | 5 | 102 | 90 | 106 | 3 | -2 | 102 | 97
CCOC(=O)C1CCCN(C(=O)C2CCC(CNS(=O)(=O)c3ccc(NC(C)=O)cc3)CC2)C1 (configuration not stated) | -4 | 95 | 97 | 102 | 0 | 5 | 101 | 105
CCOC(=O)CN(C)Cc1cn[nH]c1-c1ccc2cc(OC)ccc2c1 | 2 | 101 | 108 | 99 | 25 | 7 | 84 | 100
Cc1c(N2C(=O)CSC2c2ccco2)c(=O)n(-c2ccccc2)n1C (configuration not stated) | -3 | 98 | 99 | 104 | 6 | 6 | 113 | 110

14 entries from above, ordered by molar mass, high to low:
SMILES | procasp3 activ | RPL19A TOR yeast | CIT2 TOR yeast | MEP2 TOR yeast | AHR activator | procasp7 counter | LAP4 TOR yeast | AGP1 TOR yeast
O=C(NCC(=O)N(CCc1ccccc1)C(C(=O)NC1CCCC1)c1cccnc1)c1ccco1 (configuration not stated) | 11 | 100 | 99 | 105 | -1 | 7 | 102 | 106
O=C(Nc1ccc(O)c(-c2nc3ccccc3o2)c1)C1(c2ccc([N+](=O)[O-])cc2)CCCC1 | 7 | 105 | 111 | 105 | -3 | 2 | 98 | 105
CNS(=O)(=O)c1cn(CC(=O)NCc2ccccc2OC)cc1S(=O)(=O)NC | -3 | 103 | 106 | 111 | 1 | 5 | 113 | 108
COc1ccc(C(=O)NCCN2C(=O)S/C(=C\c3cccnc3)C2=O)cc1[N+](=O)[O-] | -20 | 101 | 87 | 103 | 9 | -30 | 94 | 94
COc1ccccc1NS(=O)(=O)c1ccc(NC(=O)Cc2cccs2)cc1 | 5 | 102 | 90 | 106 | 3 | -2 | 102 | 97
CCc1nn(C(C)C(=O)NCc2cccc(Cl)c2)c(=O)c2cc3occc3n12 (configuration not stated) | 13 | 102 | 100 | 102 | 3 | -2 | 108 | 100
COc1cc(C(=O)OCC(=O)N(C)C)cc(NC(=O)c2ccco2)c1OC | -11 | 98 | · | 102 | 3 | 24 | 98 | 100
CC(=O)c1ccc(S(=O)(=O)NCCc2cn3ccc(C)cc3n2)cc1 | 3 | 108 | 110 | 110 | 2 | -2 | 107 | 111
Brc1ccccc1-n1nnc(-c2cnc3ccccc3c2)n1 | 7 | 96 | 95 | 101 | 54* | -11 | 109 | 95
COc1ccc(CC(=O)OCC(=O)NCC2CCCO2)cc1OC (configuration not stated) | 4 | 101 | 107 | 102 | 2 | -13 | 97 | 106
C/C(=N/NC(=O)c1cccc(N2CCCC2=O)c1)c1ccncc1 | 9 | 95 | 102 | 100 | 12 | -9 | 96 | 101
CC(OC(=O)C1=COCCO1)C(=O)Nc1ccc(Cl)cn1 (configuration not stated) | 4 | 97 | 102 | 102 | 1 | 9 | 106 | 109
O=C(NCc1ccccc1)c1nncc(-c2ccccc2)n1 | 3 | 102 | 96 | 103 | -1 | 11 | 90 | 80
Cc1noc(C)c1COC(=O)c1cccnc1Cl | 7 | 96 | 100 | 97 | 0 | 4 | 103 | 99
